# Screening data (PubChem)
# AmpC inh no detg: AmpC beta-lactamase inhibition without detergent; P00811; AmpC nitrocefin hydrolysis, absorbance 480 nm, 0.0001% Triton; Potency, µM (highest dose often 57.1 µM), for inactives: at the highest dose activity change, negative = inhibition, hits mostly inhibitors; hit rate 0.52% among 330,000; AID 485341;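 also: potency is read from the fitted curve at half-maximal effect; plate controls were no compound for no effect and no enzyme for full effect; nearly all actives have a fitted effect of over 20% in size; some results filed as inactive show a strong effect at the top dose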
# Target sequence (P00811 whole entry, looked up): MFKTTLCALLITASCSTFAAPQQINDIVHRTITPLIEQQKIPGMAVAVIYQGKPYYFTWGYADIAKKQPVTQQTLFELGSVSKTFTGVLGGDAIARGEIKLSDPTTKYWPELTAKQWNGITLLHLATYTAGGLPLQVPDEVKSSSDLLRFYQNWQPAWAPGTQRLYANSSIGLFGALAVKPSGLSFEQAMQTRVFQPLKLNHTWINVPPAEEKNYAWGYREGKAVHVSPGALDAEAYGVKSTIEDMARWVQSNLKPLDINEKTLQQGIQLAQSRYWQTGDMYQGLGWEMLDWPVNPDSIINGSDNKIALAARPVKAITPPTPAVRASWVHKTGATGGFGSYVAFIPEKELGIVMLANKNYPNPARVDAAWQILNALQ
#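 20 mM phosphate pH 7.0 + 0.01% (detergent screen) or 0.0001% Triton X-100; 5.3 nM AmpC reagent; cpd preinc 15 min RT; nitrocefin (800 uM stock) to start; A480 q20 s × 4 min; Activity was normalised to no-enzyme and no-compound control wells.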
# Pf growth 96h: inhibits malaria parasite growth, 96 h; P. falciparum luciferase reporter growth, 96 h; Potency, µM (series often up to 28.7 µM), without a hit: at the highest dose activity change, negative = inhibition, actives largely listed as inhibitors; hit rate 6.9% among 320,000; AID 504834; also: potency is read from the fitted curve at half-maximal effect; % is scaled to controls: 0 for no effect and ±100 for the full control effect
#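 Compounds incubated with erythrocytes infected by luciferase-expressing P. falciparum (2% hematocrit, 0.05% parasitemia final) for 96 hours, 37 C in 5% CO2. Growth inhibition scored as decreased luciferase luminescence.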
# Tb PYK inh: inhibitors of Trypanosoma brucei pyruvate kinase | Q57TT1 | TbPYK enzyme, Kinase-Glo Plus ATP luminescence, 45 min | AID 624173 | Potency, µM (series often up to 76.8 µM), for the others: at the highest dose activity, negative = inhibition, hits mostly inhibitors | hit rate 0.12% among 410,000; also: potency is read from the fitted curve at half-maximal effect; % is scaled to controls: 0 for no effect and ±100 for the full control effect; nearly all actives have a fitted effect of over 50% in size
#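 Enzyme and substrate buffer are dispensed first and compound is pin-transferred. ADP at 130 uM final then starts the reaction, which runs 45 min at room temperature. Detection reagent is added for 10 min before luminescence is imaged.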
# LmPK inh: blocks Leishmania mexicana pyruvate kinase activity | Q27686 | purified LmPK, Kinase-Glo ATP luminescence, 1 h | Potency, µM (titrated, usually from 57.5 µM), inactives show at the highest dose activity change, negative = inhibition, most hits filed as inhibitors | hit rate 0.37% among 290,000 | AID 1721; also: potency is read from the fitted curve at half-maximal effect; % is scaled to controls: 0 for no effect and ±100 for the full control effect
# Target sequence (Q27686 whole entry, looked up): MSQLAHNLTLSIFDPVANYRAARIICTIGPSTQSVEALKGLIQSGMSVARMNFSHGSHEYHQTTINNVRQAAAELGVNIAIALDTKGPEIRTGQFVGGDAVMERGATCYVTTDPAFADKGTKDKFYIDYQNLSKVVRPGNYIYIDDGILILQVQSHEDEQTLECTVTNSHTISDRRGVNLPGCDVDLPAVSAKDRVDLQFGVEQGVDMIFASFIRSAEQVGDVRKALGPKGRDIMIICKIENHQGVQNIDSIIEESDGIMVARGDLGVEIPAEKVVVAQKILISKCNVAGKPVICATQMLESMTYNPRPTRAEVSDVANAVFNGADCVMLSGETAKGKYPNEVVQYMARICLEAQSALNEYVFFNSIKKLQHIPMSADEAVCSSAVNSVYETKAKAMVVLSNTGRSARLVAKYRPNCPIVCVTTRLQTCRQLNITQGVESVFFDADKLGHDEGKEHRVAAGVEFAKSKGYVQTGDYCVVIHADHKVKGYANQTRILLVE
#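 Purified LmPK (0.1 nM) converted ADP (0.1 mM) to ATP with PEP (0.5 mM) in imidazole buffer pH 7.2 with KCl and MgCl2, 1 h at room temperature. ATP was read by Kinase-Glo luminescence; data normalized to uninhibited and no-enzyme controls.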
# Shiga toxin inh: Shiga toxin inhibition | hit rate 9.2% among 290,000 | Vero cells, Shiga toxin protein synthesis inhibition reporter | inhibition, % at 38.7 µM; in the data active = inhibition mostly above about 28%, no sharp cut-off; inactive = mostly below about 43%; also: 0% is about no effect
# Cycloheximide cs: affects cycloheximide protein synthesis inhibition readout, counter-screen; max response, %; cell reporter, cycloheximide protein synthesis inhibition counterscreen; AID 2314; hit rate 12% among 300,000; in the data active = max response mostly above about 13%, no sharp cut-off; inactive = mostly below about 14%; also: read at 38.3 µM for the half of the compounds with a filed dose; 0% is about no effect
# Pf growth 48h: P. falciparum growth inhibition at 48 hours (one generation); Potency, µM (top dose mostly 28.7 µM), for the others: at the top dose activity change, negative = inhibition, most hits filed as inhibitors; AID 504832; P. falciparum luciferase growth in erythrocytes, 48 h; hit rate 5.9% among 310,000; also: potency is read from the fitted curve at half-maximal effect; % is scaled to controls: 0 for no effect and ±100 for the full control effect
#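 In quantitative HTS format, infected erythrocytes bearing luciferase-reporter parasites were treated for a single generation at 37 C. Luminescence after adding detection reagent served as the growth measure.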
# The depositor's hits bear a star; ? = inconclusive; / = not tested or not shown; [ ] = dose if it differs, or a comment. Unless noted, calls follow the shape of the dose curve; as a rule, active = well fitted curve in the direction sought with a large enough effect; inconclusive = small, poorly fitted or top-dose-only effect, or another doubt; inactive = no such curve, though single readings can be large; an effect the other way counts as inactive or inconclusive.
Compound	AmpC inh no detg	Pf growth 96h	Tb PYK inh	LmPK inh	Shiga toxin inh	Cycloheximide cs	Pf growth 48h
C=CCN(c1ccccc1)S(=O)(=O)c1cccc(C(=O)Nc2ncccc2O)c1	-23%	?	4%	/	/	/	59%[activator]
Cc1nn(-c2ccc(F)cc2)c(Cl)c1/C=N/NC(=O)c1ccc(O)cc1	-58%	-24%	4%	4%	61*	20*	?
COc1ccn(C)c(=O)c1C#N	-2%	62%[activator]	5%	-4%	-12	-2	37%[activator]
O=C(NC(Cc1c[nH]c2ccccc12)C(=O)N/N=C/c1ccc(Br)cc1)c1cccs1 (stereo not drawn)	-32%	?	6%	2%	-9	2	?
CCOc1ccc(N2C(=O)C3C(c4ccc(O)cc4)NC(CCSC)(C(=O)OC)C3C2=O)cc1 (stereo not drawn)	-2%	?	7%	3%	3	7	-10%
CCN(CC)S(=O)(=O)c1cccc(NC(=O)COC(=O)c2ccc(Br)o2)c1	-25%	-19%	-6%	11%	-16	-4	/
O=C(O)C1C2C=CC(C2)C1C(=O)NCCC1=CCCCC1 (stereo not drawn)	-7%	?	-7%	-1%	12	-1	-2%
O=C(C1CCCO1)N1N=C(c2ccc(Br)cc2)CC1c1ccco1 (stereo not drawn)	87%[activator]	1%	-7%	-2%	-6	-3	2%
Cc1nc([N+](=O)[O-])c(Sc2nc3ccccc3n2C)n1Cc1ccccc1	-12%	?	-14%	-2%	-10	-7	?
NS(=O)(=O)c1ccc(CCNC(=O)C2CCCCN2S(=O)(=O)c2ccccc2)cc1 (stereo not drawn)	-11%	14%	-2%	-4%	-13	-2	-3%
Cc1cccc(C(=O)Nc2nnc(SCC(=O)NC3CC3)s2)c1	-21%	?	-8%	-7%	53*	-3	72%[activator]
O=[N+]([O-])c1ccc(N2CCN(c3ccc(F)cc3)CC2)cc1	-31%	18%	3%	1%	6	1	/
COc1ccc(S(=O)(=O)NCC2CCCN(Cc3ccc(C)o3)C2)cc1 (stereo not drawn)	1%	16%	0%	4%	-3	-2	37%[activator]
COc1ccccc1N1CC(C(=O)Nc2cccc(C(=O)O)c2)CC1=O (stereo not drawn)	-19%	2%	3%	0%	-11	-6	-23%
CCN(CC(=O)Nc1cccc(OC)c1)C(=O)c1ccco1	6%	-17%	1%	1%	6	3	45%[activator]
Cc1ccc(NC(=O)CCC(=O)NCCO)cc1	-9%	53%[activator]	3%	1%	20	0	/
CCCCSc1nnc(-c2ccccc2)c2ccccc12	-26%	?	-5%	-1%	1	6	19%
Cc1cc(NC(=O)COC(=O)CC2CCCC2)c([N+](=O)[O-])cc1C	-9%	34%[activator]	0%	-2%	-2	-3	13%
COc1ccc(OCc2cc(C(=O)N(C)C(C)c3ccon3)no2)c(Cl)c1 (stereo not drawn)	39%	?	-3%	-13%	73*	34*	44%[activator]
CCCCOc1ccc(-c2ncc(C(=O)OCC)c(N)n2)cc1	-19%	?	-18%	-13%	22	42*	158%[activator]
COc1cccc(C2CC(c3c(-c4ccccc4)c4cc(Cl)ccc4[nH]c3=O)=NN2S(C)(=O)=O)c1OC (stereo not drawn)	134%[activator]	/	0%	3%	23	7	7.4µM*
Cc1cccc(OCCSc2nc3ncnc(N)c3[nH]2)c1	?	-26%	-3%	2%	4	1	34%[activator]
O=C(c1cc2c(s1)-c1ccccc1OC2)N1CCc2ccccc2C1	-14%	?	2%	-5%	56*	87*	75%[activator]
COC(=O)C1=COC(OC2OC(CO)C(O)C(O)C2O)C2C1C=CC2(O)CO (stereo not drawn)	-12%	25%	-1%	2%	5	-1	9%
Cn1c(C(=O)O)ccc1S(=O)(=O)N(Cc1ccccc1)Cc1ccccc1	-26%	28%	0%	-9%	12	1	-9%

# Reprinted from the part before: 5 compounds, followed by the next part.
Compound	AmpC inh no detg	Pf growth 96h	Tb PYK inh	LmPK inh	Shiga toxin inh	Cycloheximide cs	Pf growth 48h
COc1cccc(C2CC(c3c(-c4ccccc4)c4cc(Cl)ccc4[nH]c3=O)=NN2S(C)(=O)=O)c1OC (stereo not drawn)	134%[activator]	/	0%	3%	23	7	7.4µM*
Cc1cccc(OCCSc2nc3ncnc(N)c3[nH]2)c1	?	-26%	-3%	2%	4	1	34%[activator]
O=C(c1cc2c(s1)-c1ccccc1OC2)N1CCc2ccccc2C1	-14%	?	2%	-5%	56*	87*	75%[activator]
COC(=O)C1=COC(OC2OC(CO)C(O)C(O)C2O)C2C1C=CC2(O)CO (stereo not drawn)	-12%	25%	-1%	2%	5	-1	9%
Cn1c(C(=O)O)ccc1S(=O)(=O)N(Cc1ccccc1)Cc1ccccc1	-26%	28%	0%	-9%	12	1	-9%
CCCCC(=O)Nc1ccc(C)c(O)c1	80%[activator]	71%[activator]	3%	1%	5	16	0%
COCCSc1ccccc1C(=O)N1CCN(c2ccccc2)CC1	41%	-10%	2%	0%	-19	-2	-22%
O=C(CSc1n[nH]c(-c2ccncc2)n1)Nc1ccc(Cl)c(C(=O)O)c1	-8%	-25%	-4%	2%	1	-1	7%
Cc1csc(NC(=O)CSc2nnc(-c3ccccn3)n2-c2ccc(C)c(C)c2)n1	91%[activator]	/	-6%	1%	-10	-3	?
CN1CCN(C(=S)SCC(=O)Nc2ccc(Cl)cc2C(=O)c2ccccc2)CC1	265%[activator]	?	-9%	0%	22	3	0%
CCC(c1nnnn1CCOC)N1CCN(c2nc3ccccc3s2)CC1 (stereo not drawn)	113%[activator]	-11%	-9%	4%	-12	-3	-11%
Cc1ccc2c(c1)c1c3n2CCN(C(=O)Cn2c(-c4ccccc4)noc2=O)C3CCC1 (stereo not drawn)	3%	9.3µM*	-5%	2%	-12	-1	0.19µM*
ON1C2CCCCC2N(O)C1c1c(F)c(F)c(F)c(F)c1F (stereo not drawn)	-24%	14%	0%	-5%	13	1	9%
CC(C)c1ccc(S(=O)(=O)N2CCN(C(=O)c3cccc(F)c3)CC2)cc1	33%	/	-7%	2%	-21	-2	?
Cc1ccccc1NC(=O)C1C2CCCC1C2c1ccccc1 (stereo not drawn)	-15%	?	-7%	-3%	-14	-3	-18%
c1ccc(CSc2ncnc3c2cnn3Cc2ccccc2)cc1	-7%	/	-2%	3%	35	12	-21%
CCN(CC(=O)NCc1ccc(Cl)cc1)C(=O)/C=C/c1ccco1	-5%	0%	2%	0%	18	7	4%
Cc1ccc(C23CC4CC(CC(C(=O)OCC(=O)N(C)C)(C4)C2)C3)cc1	148%[activator]	5%	10%	5%	-5	-2	-10%
CN1CC(=O)N2[C@H](c3ccc4c(c3)OCO4)c3[nH]c4ccccc4c3C[C@@H]2C1=O	77%[activator]	/	3%	9%	-11	1	/
Cc1ccc(NC(=O)CCn2cccc2)cc1Cl	-4%	56%[activator]	-10%	3%	5	10	1%
Cc1ccccc1-c1nc(CS(=O)(=O)CC(=O)NCc2ccco2)c(C)o1	2%	?	-1%	0%	-4	12	13%
Cc1oc(-c2ccccc2F)nc1CS(=O)CC(=O)NCc1ccccc1 (stereo not drawn)	7%	36%[activator]	-10%	-2%	-3	-3	4%
CCc1nnc(NS(=O)(=O)c2ccc(NC(=O)c3ccccc3O)cc2)s1	-18%	-48%	-7%	0%	-4	-7	3%
Cc1ccc(N2C(=O)C(Cl)=C(NCc3ccccc3)C2=O)c(C)c1	-21%	50%[activator]	-2%	-5%	50	13	2%
CSCCC(NS(=O)(=O)c1ccc(C)cc1)C(=O)NCCc1c[nH]c2ccccc12 (stereo not drawn)	-19%	?	0%	-1%	-5	-3	?
Cc1cc(C=C2C(=O)NC(=O)NC2=O)c(C)n1-c1cccnc1	10%	17%	-9%	-7%	-6	-5	1%
CC(=O)Nc1ccccc1C(=O)C(=O)Nc1ccc(Cl)cc1	-22%	28%	-1%	2%	75*	17*	69%[activator]
N/C(=N\OC(=O)Oc1ccccc1)c1ccc([N+](=O)[O-])cc1	-20%	5%	6%	-3%	-3	0	23%
CCCn1c(SCC(=O)NC2CCCC2)nnc1C(C)C	-11%	7%	1%	-7%	-3	-2	8%
COc1ccc(-n2c(C)c([N+](=O)[O-])c3ccc(O)c(CN(C)C)c32)cc1	24%	?	-19%	-1%	-12	-6	0.83µM*

# Following part.
Compound	AmpC inh no detg	Pf growth 96h	Tb PYK inh	LmPK inh	Shiga toxin inh	Cycloheximide cs	Pf growth 48h
COc1ccc(-n2cccc2/C=C2/NC(=O)N(c3cccc(Cl)c3)C2=O)cc1	-47%	72%[activator]	-12%	0%	14	22*	18%
COC(=O)c1scc(C)c1NC(=O)c1ccc(Cl)cc1	-11%	42%[activator]	2%	0%	2	-4	-6%
COc1cc(F)ccc1S(=O)(=O)N1CCN(c2ccccc2)CC1	-9%	?	-8%	-8%	8	-1	8%
S=C(Nc1ccc(Oc2ccccc2)cc1)N(CCCN1CCOCC1)Cc1ccccn1	243%[activator]	?	-4%	3%	-9	10	?
O=C1CSC(c2ccccc2[N+](=O)[O-])N1c1ccccc1 (stereo not drawn)	-16%	-24%	-20%	11%	-6	1	21%
CCC(C)NC(=O)CNC(=O)c1nn(-c2ccc(OC)cc2)c(=O)c2ccccc12 (stereo not drawn)	-15%	-21%	0%	1%	-3	-2	-6%
Cc1ccccc1NC(=O)COc1ccc(Br)cc1C	-26%	?	0%	3%	54*	41*	9%
CC(C)c1ccc(NC2CCCN(C(=O)C3=NN(C)C(=O)CC3)C2)cc1 (stereo not drawn)	46%	?	-4%	0%	-3	-1	?
CC(=O)Nc1ccc(NC(=O)c2ccc(Cn3cc(Cl)cn3)cc2)cc1	-29%	?	-10%	1%	-9	-1	-6%
COc1ccc(-n2ncc3c(NCCN4CCOCC4)ncnc32)cc1	-14%	103%[activator]	-5%	-15%	47*	34*	/
Cc1ccc(C2=NN(C(=O)CCC(=O)O)C(c3cccs3)C2)cc1 (stereo not drawn)	-24%	?	0%	-2%	29	4	-16%
COCc1cc(CN(C)C(=O)c2oc3c(F)cccc3c2C)[nH]n1	23%	13µM*	-7%	2%	13	24*	11%
Cc1ccc(C(=O)COC(=O)c2ccc(Br)o2)cc1C	-31%	8%	3%	4%	63*	40*	/
Brc1c(-c2ccccc2)nc2n1Cc1ccccc1-2	-21%	180%[activator]	3%	-12%	141*	52*	162%[activator]
CCCc1ccc(C(=O)NNC(=O)c2ccc(Cl)cc2)cc1	-26%	84%[activator]	-4%	0%	8	-3	2%
COc1cc(/C=N/NC(=O)/C(=C\c2ccc([N+](=O)[O-])cc2)NC(=O)c2ccccc2)cc(OC)c1O	89%[activator]	/	0%	8%	-13	-1	/
CC1CC(C)CN(CC(=O)NCCc2ccc(S(N)(=O)=O)cc2)C1 (stereo not drawn)	-10%	12%	0%	-1%	26	-3	54%[activator]
CCCCC(O)(CCCC)C(=O)NN(C(=O)CCl)c1ccccc1	-18%	?	-5%	8%	2	4	?
COc1ccc(-c2noc(-c3ccco3)n2)cc1OC	/	?	-1%	-23%	139*	43*	199%[activator]
